# From PubChem
# GalR3 antagonist – blocks the human galanin receptor 3. AID 651719. HEK293 GalR3-CNG cAMP membrane potential fluorescence; galR3 body fused to GalR1 C-terminus. inhibition, % at 3 µM. O60755. 360,000 compounds, 0.44% hits;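 active = inhibition above the screen-wide average plus 3 SD, cut at about 13% in these data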;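 also: forskolin and galanin both at EC90 stimulate the cells; cAMP rise reported by CNG channel membrane potential dye signal; 0% = forskolin plus galanin with DMSO and 100% = forskolin alone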
# UBC9 SUMO inh – SUMOylation inhibition; P63279; HTRF SUMOylation assay, SAE1/SAE2 + UBC9, in vitro; inhibition, % at 35 µM; 290,000 compounds, 0.36% hits; AID 2006; in the data active = inhibition above about 50%, passing the limit was not always enough; also: strong numbers were not always called active
# IMP-1 inh – inhibitors of Pseudomonas aeruginosa IMP-1 metallo-beta-lactamase; purified IMP-1, nitrocefin hydrolysis, epi-absorbance fluorescence; inhibition, % at 5.6 µM; 290,000 compounds, 0.45% hits; AID 1556;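 active = inhibition above the mean plus 3 SD of all compounds in the same screening run, cut at about 4.5% in these data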;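 also: 0% = IMP-1 with DMSO and 100% = DMSO wells lacking enzyme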
#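 system = purified recombinant IMP-1 beta-lactamase | amount = 0.2 nM IMP-1, as dispensed | medium = HEPES buffer pH 7.1 with ZnSO4 and Brij 35 | times = 25 °C, 15 min preincubation, 25 min reaction | detection = plate fluorescence quenching by hydrolysis product, ex 480/em 530 nm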
# NS3 helicase inh – inhibitors of Hepatitis C virus NS3 helicase. NS3 helicase DNA unwinding, Cy5 molecular beacon fluorescence. inhibition, % at 10.9 µM. 290,000 compounds, 0.56% hits. AID 1800;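 active = inhibition above the mean of all tested compounds plus 3 SD, set per campaign, cut at about 35% in these data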;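 also: 0% = DMSO wells and 100% = thioflavine S control wells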
#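 Assay system – hepatitis C virus NS3 helicase domain fragment enzyme · Buffer or medium – MOPS pH 6.5, MgCl2, DTT, Tween20, BSA · Reagent – Cy5/quencher beacon DNA duplex and ATP to start · Compound – single 10.9 µM dose · Timing – 1 h at 25 °C · Technique – Cy5 beacon fluorescence read at start and 1 h · Measure – % inhibition of unwinding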
# IDE cell activ – activators of human insulin-degrading enzyme in cells; P14735; HEK cells, FAbeta-B cleavage, fluorescence polarization; 0% vehicle, 100% cell-free pure enzyme wells; activation, % at 5.96 µM; 340,000 compounds, 0.073% hits; AID 493087;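 active = activation above the mean of all tested compounds plus 3 SD, set per screening campaign, cut at about 17% in these data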
# CRFR2-BP antag – CRF-BP/CRF-R2 complex antagonism. HEK293 CRF-R2/CRF-BP, CRF-induced calcium fluorescence. inhibition, % at 11.8 µM. 350,000 compounds, 0.59% hits;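 active = inhibition of the ligand-induced calcium signal above about 50% at the single tested concentration, limit read from the data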
# pCIP destab – lowers stability of the mouse p/CIP coactivator protein; decrease of EGFP signal, % at 10 µM; F442A p/CIP-EGFP cells, EGFP fluorescence, 16 h; AID 1984; 290,000 compounds, 0.01% hits;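 active = EGFP signal decrease of at least 30% at 10 µM or well 3 SD below plate mean, unless failing retest; inactive = the rest, including hits failing retest or dose response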; also: some compounds called inactive have numbers as strong as hits; many of its hits are not listed in these tables
# VIM-2 inh – blocks Pseudomonas aeruginosa VIM-2 metallo-beta-lactamase; AID 1527; purified VIM-2, nitrocefin hydrolysis, epi-absorbance fluorescence; inhibition, % at 5.6 µM; 290,000 compounds, 0.89% hits;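 active = inhibition above the mean of all tested compounds plus 3 SD, cutoff set per screening run, cut at about 7.5% in these data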;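 also: red hydrolysis product quenches plate fluorescence so inhibitors raise well fluorescence; 0% = enzyme with DMSO and 100% = DMSO without enzyme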
# IDE inh – inhibits human insulin-degrading enzyme in HEK cells; P14735; FAbetaB cleavage, fluorescence polarization; inhibition, % at 5.59 µM; 320,000 compounds, 0.41% hits;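 active = percent inhibition above the average of all tested compounds plus 3 SD, set per screening campaign, cut at about 16% in these data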;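 also: IDE supplied by intact live HEK cells; FP after avidin binding of uncleaved biotin substrate so inhibition keeps polarization high; 0% = DMSO wells and 100% = 60 µM reference IDE inhibitor Ii1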
# Active calls of the source: *; nt = not tested or not shown.
Compound	GalR3 antagonist	UBC9 SUMO inh	IMP-1 inh	NS3 helicase inh	IDE cell activ	CRFR2-BP antag	pCIP destab	VIM-2 inh	IDE inh
CCc1cccc(CC)c1NC(=O)C1CN(S(=O)(=O)c2ccccc2)CCN1S(=O)(=O)c1ccccc1 (centres undefined)	-5	-6	-1.7	-5	5	10	-7	-2.9	-2
CCOC(=O)c1c(C)nn(Cc2cccc(Cl)c2)c1N	-1	16	-3.7	0	-2	10	0	-2.5	-4
C#CCC(NC(=O)c1ccc(C#N)cc1)C(=O)NCCC (centres undefined)	-5	nt	nt	nt	3	-2	nt	nt	2
CC(C)N(C(=O)CSc1nc2ccccc2c(=O)[nH]1)C(C)C	-8	0	-3.6	9	0	-14	3	-1.4	-3
N#Cc1ccc(C(=O)NC(=S)N2CCOCC2)cc1	-5	nt	nt	nt	-4	2	nt	nt	4
O=C(OCc1ccccc1)/C(=C/c1cccc(Br)c1)NC(=O)c1ccco1	0	7	-0.6	-12	2	-8	-14	-1.0	-1
O=C(Cn1cnc2scc(-c3ccc(Cl)cc3)c2c1=O)N1CCOCC1	-6	16	-1.2	0	-2	-1	-8	-3.6	-4
COc1ccc(CCNC(=O)Nc2cccc([N+](=O)[O-])c2)cc1OC	-1	15	-1.8	-8	3	13	22	-0.5	-3
O=C(NC(=S)NCCOCc1ccc(Cl)cc1)c1cccnc1	-4	-6	-1.0	4	6	1	-2	2.8	-1
FC(F)(F)c1nnc(-c2ccccc2)nc1N1CCCC1	-7	6	-1.4	-10	4	-4	-6	-3.5	4
CC(C)(C)OC(=O)N1CCC(C(=O)N2CCC[C@H]2C(=O)O)CC1	-5	-4	-1.3	3	-2	-19	-7	0.4	3
CC(C)C(NC(=O)c1ccc(C(C)(C)C)cc1)C(=O)Nc1cccc(S(N)(=O)=O)c1 (centres undefined)	-5	-36	-2.0	3	2	-8	18	-2.3	-1
CN(C)CCCOC(=O)COc1ccc(C(C)(C)C)cc1	-5	-2	-0.7	-2	1	-9	-1	-1.2	0
CN(C)CCN(Cc1cc2cc3c(cc2[nH]c1=O)OCO3)C(=S)NCc1ccco1	-1	21	-2.5	0	-4	12	-9	-2.8	-4
CC(O)/C=C/C1OC(=O)CC1Nc1ccc(C=O)cc1 (centres undefined)	-5	4	-1.4	4	4	-7	8	-2.8	3
O=C(Nc1ccc(Oc2nnc(-c3ccccc3)c3ccccc23)cc1)c1ccccc1	-1	13	-2.5	8	-2	5	3	-3.6	4
O=C(Nc1ccc(N2CCOCC2)cc1)c1cc2c(s1)CCCCC2	-8	12	-1.7	1	7	-6	-7	0.8	5
COc1cc(C(=O)OCCCc2cc3ccccc3c(=O)o2)cc(OC)c1OC	-9	nt	nt	nt	-1	7	nt	nt	4
CC(NC(=O)/C(C#N)=C/c1cccs1)c1ccccc1 (centres undefined)	-2	7	-3.7	-2	1	-16	-15	-2.8	4
C/C(=N\NC(=O)c1nnn(-c2nonc2N)c1-c1cccs1)c1cccc(O)c1	-2	2	-2.9	-4	3	-66	11	-3.9	-5
O=C(COC(=O)c1cc(S(=O)(=O)N2CCOCC2)c(Cl)cc1Cl)NC1CC1	3	nt	nt	nt	7	18	nt	nt	1
O=C(N/N=C/C(Cl)=C/c1ccc([N+](=O)[O-])cc1)C(=O)Nc1ccc(C(=O)O)cc1	-2	12	-2.8	-8	3	7	4	-2.6	5
Cc1ccc(Cl)cc1NC(=O)CCn1cccc1	-1	4	-2.9	11	-4	9	-13	-2.5	2
O=[N+]([O-])/C(C(=C(Cl)Cl)N1CCN(Cc2ccccc2)CC1)=C1\NCCN1Cc1ccc(Cl)nc1	-5	-6	0.1	-15	-5	-9	4	-0.3	0
CC(C)CN(C(=O)C1CSC2(C)CCC(=O)N12)c1c(N)n(Cc2ccccc2)c(=O)[nH]c1=O (centres undefined)	-1	2	-1.9	3	0	4	5	-1.4	1
COc1ccc(CN(C)C(=S)Nc2ccc(OC(F)F)cc2)cc1	2	-3	-1.6	13	-4	3	14	-1.1	-4
CC1(C)CC(NC(=O)COc2ccc(Cl)cc2Cl)CC(C)(C)N1	-9	5	-2.7	7	-3	-8	-7	-2.1	2
CC1(C)C2CCC1(CS(=O)(=O)Nc1ccc(S(=O)(=O)N3CCCCC3)cc1)C(=O)C2 (centres undefined)	6	-6	-2.9	-5	-3	-12	13	-3.2	2
CCCS(=O)(=O)N1CCCC(C(=O)NC2CCCC(C)C2C)C1 (centres undefined)	-3	-10	-6.3	-6	0	-10	1	-5.9	4
Cc1nnc(SCC(=O)Nc2sc3c(c2C(N)=O)CCC(C)C3)[nH]c1=O (centres undefined)	-2	nt	nt	nt	0	3	nt	nt	3
N#Cc1ccccc1COC(=O)c1ccc(Br)o1	-9	12	1.1	-5	4	9	-2	-2.7	3
Clc1cc(Cl)cc(CSc2nnc(-c3sccc3-n3cccc3)o2)c1	0	-12	-0.1	2	0	-12	-15	-0.6	-1
Brc1ccc(OCCCCN2CCCCC2)cc1	-8	-7	-1.6	-8	3	2	0	-0.5	0
CCOC(=O)CN1CC23C=CC(O2)C(C(=O)Nc2ccc(F)c(C)c2)C3C1=O (centres undefined)	-2	1	-4.4	-4	1	-2	5	-2.3	-1
CC/C(=C/c1sc2ccc(C)cc2[n+]1CCO)SC	-6	37	-2.7	-3	-8	6	-3	-0.7	9
CCCCc1nc(NCCNC(=O)c2ccco2)c(C#N)c2c1CSC(C)(C)C2	-3	16	-4.6	8	nt	1	-10	-0.2	3
COc1ccccc1NC(=O)C12CCC(C)(C(=O)C1)C2(C)C (centres undefined)	-6	19	-1.7	8	0	9	-3	0.7	6
NC(=O)c1ccc(NC(=O)CCNC(=O)c2ccco2)cc1	-3	-21	-1.7	5	5	-9	0	-1.4	5
c1ccc(-c2nc(NCCCn3ccnc3)c3oc4ccccc4c3n2)cc1	-6	-18	-5.3	-61	9	-22	-18	19*	6
O=C(Cn1cccc1C(=O)c1ccccc1)NCCCc1ccccc1	-5	10	-2.4	-11	6	-5	-6	-2.7	-2
Cc1ccc(NC(=O)c2cc(NC(=O)c3ccco3)ccc2N2CCCCC2)cc1	-4	-21	-1.5	0	-2	17	-16	-2.7	5
Oc1ccc(/C=N/N=C/c2ccc(O)c(O)c2)cc1O	-1	31	-2.1	-1	-4	3	-14	1.8	1
CN(Cc1c(C(=O)N/N=C/c2cccc(O)c2)nnn1-c1nonc1N)C1CCCCC1	-9	16	0.2	9	3	6	8	0.4	-4
CCOC(=O)c1c(C)oc2ccc(OCC(=O)N(CC)CC)cc12	-2	6	-3.5	10	3	2	-5	-1.1	7
COc1ccc(NC(=O)COc2ccc(Br)cc2)c(OC)c1	-5	-1	-1.8	15	2	-7	3	-2.8	7
CC(CNC(=O)CN1C(=O)c2cccnc2Oc2ccc(Cl)cc21)c1ccccc1 (centres undefined)	-6	14	-1.4	-2	1	23	-2	-2.7	-1
c1ccc(N/N=C2\CCCc3ccccc32)nc1	-4	17	-4.7	1	-1	-15	-2	-5.8	-3
Cc1cccc(NC(=O)CSc2nnc(-c3ccccc3Br)o2)c1C	-2	-3	-3.4	0	-9	-2	9	-2.8	2
CC1(C)CC(=O)C(C(=O)C2CCN(S(=O)(=O)c3ccccc3)CC2)C(=O)C1	2	8	-2.0	6	10	0	2	-0.3	-4
CCCCC1(C)OC(=O)C(=Cc2ccc(-c3ccc(Cl)c(C(=O)O)c3)o2)C(=O)O1 (centres undefined)	-5	26	29*	67*	-3	61*	-3	2.4	10
Cc1nc2c(c(=O)c3ccccc3n2C)c(=O)n1-c1ccccc1	-1	14	-3.7	2	4	23	-11	5.9	-5
COCCCNC(=O)C1CCN(c2ccc(N3CCOCC3)nn2)CC1	-4	20	-1.4	-5	4	14	13	-1.0	-2
COCCCNC(=O)/C(C#N)=C/c1cc(C)[nH]c1C	-1	10	-2.5	0	0	2	-2	-2.0	3
COCCCNC(=O)/C(C#N)=C/c1c(N2CCN(C)CC2)nc2c(C)cccn2c1=O	-13	21	-3.8	-2	2	-5	-5	1.2	6
COC(=O)N1CCN(c2ccc(C)cc2)C(C)C1 (centres undefined)	-5	6	-0.1	-4	9	-3	-3	1.3	2
C/C(=N\OCC(=O)NC(C)C)c1cccs1	-5	7	-0.9	5	-2	-16	-5	1.0	5
CCN(CC)S(=O)(=O)c1ccc(C(C)NC(=O)C2CCCN2C(=O)c2cccs2)cc1 (centres undefined)	2	nt	nt	nt	0	5	nt	nt	-5
CCOC(=O)N/N=C/c1ccc(Oc2ccccc2)cc1	-6	-20	-1.3	-4	-7	25	-4	-3.0	nt
CCCn1c2c(c(O)c(C(=O)Nc3nccs3)c1=O)CCCC2	-1	-7	-1.7	5	7	-7	3	-3.8	4
Clc1ccc(-c2cnc(Oc3ccccc3)nc2)cc1	0	-9	-2.0	-1	1	-7	5	-4.0	5

# New compounds follow:
Compound	GalR3 antagonist	UBC9 SUMO inh	IMP-1 inh	NS3 helicase inh	IDE cell activ	CRFR2-BP antag	pCIP destab	VIM-2 inh	IDE inh
CCCCCC(=O)Nc1cc(S(=O)(=O)N2CCOCC2)ccc1N1CCN(C)CC1	2	11	-0.5	0	0	16	0	-2.4	0
COc1ccc(CN2CCc3ccccc3C2)cc1Br	-3	12	-0.3	2	-3	-1	-130	0.0	-2
O=C(NNC1=C(C(=O)C(F)(F)F)CCC1)c1cccc(Cl)c1	-1	3	-1.5	2	2	55*	3	-2.5	-4
COc1ccc(N=Cc2cc(Cc3ccccc3Cl)cc([N+](=O)[O-])c2O)cc1OC	nt	15	0.5	22	3	-7	-3	-4.3	4
O=C(COC(=O)C1CC1)NC(=O)NCc1ccccc1	3	2	-2.1	-3	5	-9	3	-0.7	0
COCCOC(=O)C1=C(C)NC2(O)c3ccccc3C(=O)C12O (centres undefined)	-4	22	-1.5	-8	-1	11	-9	0.4	0
Cc1c(NC(=S)N/N=C/C=C/c2ccccc2)c(=O)n(-c2ccccc2)n1C	-5	7	-1.1	1	1	26	2	-2.3	8
COc1ccc2c(=O)c(-c3cnn(-c4ccccc4)c3)c(C)oc2c1	-11	13	-6.6	-3	-3	-4	-6	-1.7	5
O=C(Nc1nc(-c2ccc3ccccc3c2)cs1)c1ccc(N2C(=O)CCC2=O)cc1	4	-4	-0.9	0	3	5	-11	-3.3	2
Cc1ccc(-c2cc(=O)c3cc(Cl)ccc3[nH]2)cc1	nt	8	-1.8	2	nt	nt	-1	-1.6	4
COc1ccccc1CC(=O)Nc1cccc(C(=O)NN2C(=O)c3ccccc3C2=O)c1	-4	4	-5.8	-15	2	12	-5	-3.3	-1
